# Screens as filed in PubChem BioAssay.
# OX1R antag-1: OX1R (human) antagonism; O43613; OX1R-expressing cells, FRET antagonist read-out; inhibition, % at 6.6 µM; 330,000 compounds, 1.8% hits; AID 485270; in the data active means inhibition mostly above about 38%, no sharp cut-off; inactive means mostly below about 40%;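 further: 0% = agonist challenge alone and 100% = reference antagonist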
# Target sequence (O43613 whole entry, looked up): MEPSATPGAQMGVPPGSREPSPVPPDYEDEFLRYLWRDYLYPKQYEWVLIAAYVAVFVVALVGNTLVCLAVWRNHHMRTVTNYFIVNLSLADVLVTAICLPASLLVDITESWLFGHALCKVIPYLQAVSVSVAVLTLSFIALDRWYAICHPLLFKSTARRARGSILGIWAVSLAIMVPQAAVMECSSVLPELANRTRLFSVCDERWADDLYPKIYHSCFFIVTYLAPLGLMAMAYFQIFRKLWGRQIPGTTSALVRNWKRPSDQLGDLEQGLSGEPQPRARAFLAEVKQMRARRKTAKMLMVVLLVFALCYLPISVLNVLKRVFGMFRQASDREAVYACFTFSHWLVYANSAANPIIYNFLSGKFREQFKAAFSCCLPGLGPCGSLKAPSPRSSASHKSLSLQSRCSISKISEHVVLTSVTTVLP
# OX1R antag-2: human HCRTR1 antagonism; O43613; CHO/OX1R cells, Fluo-8 calcium fluorescence, orexin A; inhibition, % at 5 µM; 330,000 compounds, 0.43% hits; AID 434989;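 active means inhibition above its plate's threshold, mean inhibition of all tested compounds on the plate plus 3 SD, cut at about 37% in these data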;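 further: 0% = orexin A challenge wells and 100% = SB-334867-A antagonist wells; not every result past the cut was called active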
# * marks the source's active call; other numbers are inactive results.
# The opening 6 compounds, to show the layout:
OX1R antag-1	OX1R antag-2	structure
14.2	-14.2	CC(Oc1ccc(Cl)cc1)C(=O)OCC(=O)Nc1ncc(Cl)cc1Cl (configuration not stated)
5.5	-6.3	Cc1ccc2scc(CN3CCCC3)c2c1
25.4	-12.0	O=C1Cc2ccccc2N1c1c(Cl)cccc1Cl
13.9	-21.3	Cc1cc2ccccc2c(=O)n1CC(=O)NCC(=O)N(C)Cc1ccccc1
7.4	-12.3	Cc1ccc(C(=O)COC(=O)CN2C(=O)C3CC=CCC3C2=O)cc1[N+](=O)[O-] (configuration not stated)
24.4	-12.6	COc1ccc2c(c1)[nH]c1c(=O)n(/N=C/C3C(C)C=C(C)CC3C)c(=O)[nH]c12 (configuration not stated)

# Main list, previewed entries included:
OX1R antag-1	OX1R antag-2	structure
14.2	-14.2	CC(Oc1ccc(Cl)cc1)C(=O)OCC(=O)Nc1ncc(Cl)cc1Cl (configuration not stated)
5.5	-6.3	Cc1ccc2scc(CN3CCCC3)c2c1
25.4	-12.0	O=C1Cc2ccccc2N1c1c(Cl)cccc1Cl
13.9	-21.3	Cc1cc2ccccc2c(=O)n1CC(=O)NCC(=O)N(C)Cc1ccccc1
7.4	-12.3	Cc1ccc(C(=O)COC(=O)CN2C(=O)C3CC=CCC3C2=O)cc1[N+](=O)[O-] (configuration not stated)
24.4	-12.6	COc1ccc2c(c1)[nH]c1c(=O)n(/N=C/C3C(C)C=C(C)CC3C)c(=O)[nH]c12 (configuration not stated)
13.9	-16.1	CCc1noc(C)c1C(=O)Nc1cc(Cl)ccc1-n1cncn1
13.7	-11.7	Cc1cc2c(c(=O)n1Cc1ccccn1)C(C(C)C)C(C#N)=C(N)O2 (configuration not stated)
-2.3	-7.1	C=CCOc1ccc2nc(NC(=O)OC)[nH]c2c1
15.9	-10.9	O=C(CCC(=O)N(CC(=O)NC1CCCCC1)Cc1ccc(F)cc1)Nc1nccs1
6.5	-16.2	CC1(C)Cc2c(C#N)c(N3CCN(C(=O)c4ccccc4)CC3)nc(Cc3ccccc3)c2CO1
5.7	-12.2	CC(=O)Nc1ccc(C(=O)OCC(=O)c2ccc(S(=O)(=O)N3CCCCC3)cc2)cc1
23.6	-20.4	Cc1nc2cc(NC(=O)CS(=O)(=O)c3ccc(F)cc3)ccc2s1
12.9	-16.7	CCc1ccc(-c2nc(CS(=O)CC(=O)NCc3ccc4c(c3)OCO4)c(C)o2)cc1 (configuration not stated)
17.5	-9.6	Cc1nc(CS(=O)(=O)c2ccccc2)cc(N2CCOCC2)n1
-1.2	-13.3	CCc1nc(N)nc2c1C(=O)CC(C)(C)C2
0.2	-8.7	C[C@H](CO)N1C[C@H](C)[C@H](CN(C)C)Oc2ccc(NS(=O)(=O)c3ccc(F)cc3)cc2CC1=O
20.6	-11.9	CC(=O)c1sccc1NC(=O)CC(C)(C)CC(=O)O
20.4	-13.6	O=c1cc(C(F)(F)F)c2sc(N3CCCCC3)nc2[nH]1
14.8	-35.5	CCOC(=O)CN(C(=O)CSc1nnc(COc2ccc(OC)cc2)n1CC)c1ccccc1

# Part of the list above, with bars between the fields.
Compound | OX1R antag-1 | OX1R antag-2
Cc1cc2c(c(=O)n1Cc1ccccn1)C(C(C)C)C(C#N)=C(N)O2 (configuration not stated) | 13.7 | -11.7
CC1(C)Cc2c(C#N)c(N3CCN(C(=O)c4ccccc4)CC3)nc(Cc3ccccc3)c2CO1 | 6.5 | -16.2

# Next part
OX1R antag-1	OX1R antag-2	structure
14.7	-11.3	N#CCCN(C(=O)COC(=O)c1cccc(S(=O)(=O)Nc2ccc([N+](=O)[O-])cc2)c1)c1ccccc1
2.3	-1.3	CN(C)NC(=S)Nc1ccc(S(=O)(=O)N2CCCCC2)cc1
14.6	-3.8	O=C(NCCN1CCCCCC1)C1CCN(S(=O)(=O)N2CCOCC2)CC1
21.1	-4.8	COc1ccc(Cl)cc1-c1nc(SCC(=O)NC(C)C)n[nH]1
3.6	2.1	CCOc1cccc2sc(=NC(=O)c3ccc(S(=O)(=O)N4CCOCC4)cc3)n(C)c12
9.5	-17.2	O=C1CC(N2CCN(S(=O)(=O)c3ccc(Cl)cc3)CC2)C(=O)N1CCc1ccccc1 (configuration not stated)
6.2	-9.8	CCc1noc(C)c1C(=O)N(C)CC(=O)Nc1ccc(Br)cc1C
12.8	-34.7	Cc1ccc(S(=O)(=O)N(Cc2cc3ccc(C)cc3[nH]c2=O)c2ccccc2)cc1
12.5	-10.2	CC(=O)Nc1ccc(S(=O)(=O)Nc2ccc(C)c([N+](=O)[O-])c2)cc1
9.9	-4.1	Cc1ccccc1C(O)c1ccncc1 (configuration not stated)
24.0	-37.3	CCOC(=O)N1CCC(NC(=O)c2sc3nc4n(c(=O)c3c2C)CCCC4)CC1
14.1	-7.2	O=C(CSc1nnc(Nc2ccccc2)s1)NCCN1C(=O)CSC1=O
12.7	-38.3	CCN(CC)c1ccc(C2C(C(=O)OCCOC(C)C)=C(C)NC3=C2C(=O)CCC3)cc1 (configuration not stated)
-2.0	-2.7	O=S(=O)(Nc1ccc(-c2cnco2)cc1)c1ccccc1
24.3	-13.5	Cc1cc(C)c(S(=O)(=O)N2CCCCC2)c(C)c1N(C)S(=O)(=O)c1ccc(Cl)cc1
12.2	-27.7	CCOc1ccccc1CN1CCNC(=O)C1CC(=O)NCc1ccccn1 (configuration not stated)
30.7	-17.4	CCc1cc(C(=O)N2CCCC(CCC(=O)N3CCN(c4ccccn4)CC3)C2)no1 (configuration not stated)
42.9	-3.2	CC(=O)c1ccc(NC(=O)NNS(=O)(=O)c2ccc([N+](=O)[O-])cc2)cc1
9.6	-18.7	Cc1cccc(-n2nc3c(c2NC(=O)CCCl)CSC3)c1
17.5	-10.8	Cn1ncc(Cl)c1C(=O)Nc1cccnc1
14.9	6.2	Cc1c(NC(=O)CN2CC(C)OC(C)C2)c(=O)n(-c2ccccc2)n1C (configuration not stated)
7.4	-5.2	CC(=O)Nc1ccc(NC(=O)COc2cc(C)cc3oc(=O)cc(C)c23)cc1
15.1	-17.0	COc1cc(C(=O)OCCCc2cc3ccccc3c(=O)o2)cc(OC)c1OC
-2.7	-28.7	Cc1cc(C(=O)Nc2ccc(C)c(C)c2)n(-c2ccccc2)n1
32.8	-25.5	COc1ccc(Cl)cc1N(C(=O)c1ccco1)C(C(=O)NC1CCCC1)c1ccco1 (configuration not stated)
28.2	-20.9	CCOc1ccc(NC(=O)CN(C)CC(=O)Nc2cc(Cl)ccc2C#N)cc1OCC
18.0	-27.2	COC(=O)C/C=C/[C@@H](C)[C@@H](/C=N/O[C@@H](C)c1cn([C@H](CO)Cc2ccccc2)nn1)NS(=O)(=O)c1ccc(C)cc1
3.4	-8.1	Cc1ccc(S(=O)(=O)N2C[C@@H]3[C@H]4CC[C@H](C4)[C@@H]3[C@@H](C)[C@@H]2c2cn(Cc3ccccc3)c3ncccc23)cc1
14.9	11.8	CCCN(CCC)C(=O)C1CC(=O)OC12CCCCC2 (configuration not stated)
-5.5	-15.6	Cc1cc(S(=O)(=O)NCc2ccccc2)ccc1OCC(=O)N1CCCC1
26.6	-16.0	COc1ccc(CN(CC(=O)NCc2ccco2)C(=O)CNS(=O)(=O)c2ccc(C)cc2)cc1
10.9	-25.8	C=CCC(C(=O)OC)(C(=O)OC)c1ccc(C(F)(F)F)cc1[N+](=O)[O-]
-3.3	-23.4	CCC(C)C(=O)Nc1nc2ccc(OC)cc2s1 (configuration not stated)
4.0	-8.7	COc1ccc(Cn2c(O)cc(=O)[nH]c2=O)cc1
3.8	1.6	CN(C(=O)c1cccc(NC(=O)Cc2ccc([N+](=O)[O-])cc2)c1)C1CCCC1
35.8	-36.1	COc1ccc(-c2cc(C(=O)N(C)Cc3cccc(OC)c3OC)c3ccccc3n2)cc1OC
17.8	-34.1	CC(Sc1nc(-c2ccccc2)cc(C(F)(F)F)n1)C(=O)NCc1ccco1 (configuration not stated)
7.5	0.9	O=c1cc(-c2ccc(F)cc2F)[nH]c2ccccc12
17.9	0.4	COc1cccc(-c2nnn(CC(=O)O)n2)c1
119.2*	-6.8	O=C(NCCCN1CCCC1=O)c1ccc([N+](=O)[O-])s1
15.9	-6.2	Nc1nc(SCc2ccc3c(c2)OCO3)n[nH]1
3.5	-18.9	CC(C)Oc1ccc(/C=N/NC(=O)C(CSCc2ccccc2)NC(=O)c2ccc([N+](=O)[O-])cc2)cc1 (configuration not stated)
3.6	-7.1	C/C(=N\OC(=O)c1ccc(F)cc1)c1ccc(F)c(F)c1
2.7	-19.4	Cc1cc(-c2ccccc2)nc(N/N=C/c2ccc(O)cc2O)n1
18.6	-15.2	CC(C)N(C(=O)CSc1nnc(NC(=O)c2ccco2)s1)C(C)C
3.4	-16.7	OC(COCc1ccccc1)CN1CCN(Cc2ccc3c(c2)OCO3)CC1 (configuration not stated)
29.6	-16.1	Fc1ccccc1Cn1nnc2c(-n3ccnc3)ncnc21
46.3	76.8*	Cc1ccc(-c2nn(-c3ccccc3)cc2/C=C/C(=O)OCC(=O)NC2CC2)o1
15.4	5.7	CC(C)(CO)NC(=O)C(c1ccccc1)c1ccccc1
12.2	-6.1	Cc1ccc2nc(SCC(=O)Nc3ncccn3)[nH]c2c1
17.7	-20.1	CCC(=O)N(CCC(c1ccc(C)cc1)c1ccco1)Cc1ccco1 (configuration not stated)
5.3	-7.2	O=C(Cc1ccccc1F)Nc1ccc(S(=O)(=O)N2CCCCC2)cc1
23.3	-7.0	CCOC(=O)C(C)/C(C)=N/NC(N)=S (configuration not stated)
6.5	-11.9	Cc1c(Br)ccc(NC(=O)CCN2C(=O)C3C4CCC(C4)C3C2=O)c1C (configuration not stated)
18.1	2.5	Nc1ncc([N+](=O)[O-])cc1Br
8.2	3.0	CCc1ccccc1N1C(=O)c2cccc3c(N4CCOCC4)c([N+](=O)[O-])cc(c23)C1=O
17.9	-9.8	CCNc1nc2cccnc2s1
2.8	-33.3	Cc1cc(=O)n2nc(N3CCC(C(=O)NC4CCCc5ccccc54)CC3)sc2n1 (configuration not stated)
15.3	-24.5	O=C(c1cccc(F)c1)N1CCc2ccccc2C1
13.2	-16.4	CC(CC(=O)NC1CCSC1=O)c1ccccc1 (configuration not stated)

# New compounds follow
OX1R antag-1	OX1R antag-2	structure
8.6	-30.4	CC(C)c1ccc(/C=N/NC(=O)CC(=O)NCc2ccccc2)cc1
15.0	-20.3	CCOC(=O)C1CCCN(C(=O)c2cc3c(=O)n(C)c4ccccc4c3n2C)C1 (configuration not stated)
10.5	-15.7	O=c1c2ccccc2ncn1-c1ccc([N+](=O)[O-])cc1Cl
22.3	-14.8	CC(C)(C)NC(=O)c1cccc(NC(=O)Cc2cccs2)c1
-0.7	1.2	COc1ccc(S(=O)(=O)N2CCCCC2)cc1NC(=O)COC(=O)c1ccco1
18.7	10.1	Cc1ccc(CS(=O)(=O)c2ncn[nH]2)cc1
10.2	-19.7	CCOC(=O)c1cnc(SC)nc1Oc1cccc(NS(=O)(=O)c2ccc(Cl)cc2)c1
-9.3	-0.7	O=C(NCCN1CCOCC1)c1cccc(S(=O)(=O)N2CCCCC2)c1
14.5	-32.0	Cc1ccc(-c2nn(-c3ccccc3)cc2NC(=O)c2ccccc2)cc1
13.0	-36.4	Cc1cccc(CCN(Cc2cc3cccc(C)c3[nH]c2=O)C(=O)N2CCOCC2)c1
37.3	-27.4	COc1ccc(N(CCC(=O)Nc2ccccc2F)S(=O)(=O)c2ccc(C)cc2C)cc1
-3.1	-18.0	CCc1ccc(-n2c(Cc3ccccc3)n[nH]c2=S)cc1
13.2	-11.1	CC1CN(C(=O)c2cccn(Cc3c(Cl)cccc3Cl)c2=O)CC(C)O1 (configuration not stated)
20.4	-12.0	CCOC(=O)C1Nc2ccc(C(F)(F)F)cc2C2C=CCC12 (configuration not stated)
-3.0	-18.9	Cc1ccccc1Cn1c(CN2CCN(c3ccc(F)cc3)CC2)nc2c1c(=O)n(C)c(=O)n2C
8.9	-13.8	COc1ccc(S(=O)(=O)N2CCN(Cc3cccc([N+](=O)[O-])c3)CC2)cc1
19.7	-8.4	COc1ccc(CSc2nnc3[nH]c(=O)cc(N)n23)cc1
7.0	-20.6	CCc1ccc(C(C)NC(=O)C2(C)CC2(Br)Br)cc1 (configuration not stated)
9.4	-29.7	CCc1ccc2cccc3c2c1N=CN3C
36.6	-11.9	Cc1ccsc1/C=N/NC(=O)Cn1cnc2ccccc21
15.3	-9.3	Cc1cc(C)nc(Nc2ccc(F)cc2)n1
5.1	-6.4	COc1cccc2c1cc1c(=O)n(CC(=O)NCCCN3CCCCC3)nc(C)n12
7.1	-21.0	O=C(N=Nc1c(O)n(Cc2ccccc2)c2ccccc12)c1cc2ccccc2cc1O
-0.1	3.9	Cn1c(C(=O)OCC(=O)NCC2CCCO2)cc2sccc21 (configuration not stated)
13.9	8.0	CC(C)CN(C(=O)COC(=O)CNC(=O)c1ccccc1F)C1CCS(=O)(=O)C1 (configuration not stated)
14.5	9.9	COc1ccc(NS(=O)(=O)c2ccc3oc4ccccc4c3c2)cn1
2.8	-22.1	CCn1cc(C(=O)NCCC(C)C)c(=O)c2cc(F)c(N3CCN(C(=O)c4ccco4)CC3)cc21
10.9	-9.2	CCc1cccc(NC(=O)CC2Oc3ccccc3NC2=O)c1 (configuration not stated)
6.3	-14.5	O=S(=O)(Nc1ccncc1Cl)c1ccc2ccccc2c1
9.4	-18.2	COc1ccc(C)cc1NC(=O)c1ccc(CN2CCN(c3ccccc3)CC2)cc1

# Record cards, as listed above. Order of screens: OX1R antag-1, OX1R antag-2
# `CCc1cccc(NC(=O)CC2Oc3ccccc3NC2=O)c1` (configuration not stated) in the list: 10.9, -9.2
# `CC(C)CN(C(=O)COC(=O)CNC(=O)c1ccccc1F)C1CCS(=O)(=O)C1` (configuration not stated) in the list: 13.9, 8.0
# `O=C(N=Nc1c(O)n(Cc2ccccc2)c2ccccc12)c1cc2ccccc2cc1O` in the list: 7.1, -21.0
# `COc1ccc(NS(=O)(=O)c2ccc3oc4ccccc4c3c2)cn1` in the list: 14.5, 9.9
# `CCn1cc(C(=O)NCCC(C)C)c(=O)c2cc(F)c(N3CCN(C(=O)c4ccco4)CC3)cc21` in the list: 2.8, -22.1
